TRPC6 inhibitor – blocks the mouse TRPC6 cation channel; 310,000 tested, 1.1% active; B-score at 10 µM; Q61143; HEK293-TRPC6, membrane potential dye, ACh-evoked depolarization; stronger effect = lower value;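 active = B-score under library mean minus 3 SD, initial fluorescence not abnormally high, positive integrated signal ratio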;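 note: B-score derived from integrated fluorescence ratio over the kinetic read; more negative B-score means stronger inhibition of depolarization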
MrgX1 antag – blocks BAM8-22 activation of human MrgX1 receptor; Q96LB2; MRGX1-HEK293 calcium flux, Fluo-4, BAM8-22 antagonism; stronger effect = lower value; B-score at 10 µM; 310,000 tested, 1.3% active;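 active = calcium-response B-score plate-corrected more than 3 library SD below zero, starting fluorescence within 5 deviations, no agonist response on first addition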;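 note: peak minus trough fluorescence over baseline after final BAM8-22 challenge near maximal dose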
Target sequence (Q96LB2 whole entry, looked up): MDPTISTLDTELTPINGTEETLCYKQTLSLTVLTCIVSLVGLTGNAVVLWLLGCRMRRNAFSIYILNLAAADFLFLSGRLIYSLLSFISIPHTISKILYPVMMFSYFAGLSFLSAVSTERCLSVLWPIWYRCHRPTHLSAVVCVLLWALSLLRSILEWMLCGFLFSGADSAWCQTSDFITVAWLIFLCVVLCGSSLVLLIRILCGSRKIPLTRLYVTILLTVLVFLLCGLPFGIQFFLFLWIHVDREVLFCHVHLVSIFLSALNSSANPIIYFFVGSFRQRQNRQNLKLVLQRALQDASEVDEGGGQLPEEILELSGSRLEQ
SKKanGAS inh – inhibitors of SKKanGAS S. pyogenes growth in kanamycin (SK-promoter or general growth effect) | inhibition, % at 7.5 µM | 300,000 tested, 1.3% active | BacTiter-Glo, 6 h;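 active = mean replicate score, as percent of positive control median, at least 50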;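 note: strain carries kanamycin resistance gene driven by streptokinase promoter and grows in 40 µg/ml kanamycin; loss of luminescence reflects streptokinase promoter inhibition or plain growth inhibition; 0% = median of DMSO wells and 100% = positive control at its reference dose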
TRPC6 act – activators of mouse TRPC6 channel | Q61143 | HEK293-TRPC6 membrane potential dye fluorescence; stronger effect = higher value | 310,000 tested, 0.13% active | B-score at 10 µM;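 active = B-score of the integrated fluorescence ratio above library mean plus 3 SD, and starting fluorescence ratio within library mean plus 5 SD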;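 note: higher score means more depolarization so channel activation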
MrgX1 ag – activates human MrgX1 receptor signaling | Q96LB2 | MrgX1-HEK293 cells, Fluo-4 calcium fluorescence, agonist mode; stronger effect = higher value | B-score at 10 µM | 310,000 tested, 0.44% active;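 active = calcium response B-score plate-corrected fluorescence ratio at least 3 library SD, with starting fluorescence B-score inside 5 SD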
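Material – MrgX1-expressing HEK293 cells · Input – 15,000 cells seeded per well · Dosing – compound as first of three additions · Times – overnight seeding, then 1 h dark dye loading · Measured by – kinetic Fluo-4 NW fluorescence of intracellular calcium · Read-out – B-scored fluorescence response ratio · Benchmarks – positive and negative control wells on each plate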
MrgX1 PAM – allosterically activates human MrgX1 receptor signaling | MrgX1-HEK293, Fluo-4 calcium flux, FDSS; stronger effect = higher value | B-score at 10 µM | 310,000 tested, 0.63% active;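 active = plate-corrected calcium response at least 3 library SD above typical, normal starting fluorescence, not activating the receptor alone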;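 note: compound read alongside a low EC10 to EC30 dose of BAM8-22 agonist; peak minus trough fluorescence over baseline measured at the second addition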
HIF activator – HIF pathway transcriptional activation | AID 1910 | 300,000 tested, 0.32% active | U2OS HRE-luciferase reporter, luminescence; normalized: DMSO 0%, desferrioxamine 100% | activation, % at 7.5 µM (by protocol);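 active = mean activation of at least 10% of the iron chelator positive control signal, with at least half of replicates also reaching 10%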
RGS4 inh – inhibitors of human RGS4; HEK293 M3R/RGS4 inducible, Fluo-4 calcium flux; stronger effect = higher value; triggered by carbachol at its EC20; 310,000 tested, 0.45% active; AID 463165; B-score at 10 µM;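 active = B-score, a plate-corrected calcium signal, over three deviations above library mean, with baseline fluorescence within five deviations of library mean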;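 note: RGS4 expression induced by doxycycline in cells with stable M3 receptor; B-score is computed from the integrated fluorescence ratio over baseline after carbachol; higher B-score means a larger calcium signal and so more RGS4 inhibition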
Target sequence (P49798 whole entry, looked up): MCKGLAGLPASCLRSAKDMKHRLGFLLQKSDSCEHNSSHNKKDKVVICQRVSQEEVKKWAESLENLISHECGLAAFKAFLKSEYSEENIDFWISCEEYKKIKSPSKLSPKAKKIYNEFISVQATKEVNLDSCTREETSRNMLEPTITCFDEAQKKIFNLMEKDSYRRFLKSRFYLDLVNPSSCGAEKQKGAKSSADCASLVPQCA
Platelet DG rel – platelet dense granule release activity; human platelet-rich plasma, SFLLRN dense granule ATP release, luminescence; inhibition, %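 (compounds screened at 7.5 µM in platelet-rich plasma)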; 300,000 tested, 0.22% active; AID 1663;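 active = mean replicate score, as percent of positive control, at or above 50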
TRPC4 inh – inhibitors of mouse TRPC4 channel. Q9QUQ5. B-score at 10 µM. AID 2247. HEK293 TRPC4beta/mu-opioid, DAMGO-evoked Fluo4 calcium flux; stronger effect = lower value. 300,000 tested, 0.39% active;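 active = B-score over 3 SD under the library average, no early fluorescence shift, positive overall ratio signal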
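Signal: kinetic Fluo4 fluorescence imaging of calcium influx. Material: stable TRPC4beta/mu-opioid receptor HEK293 cells. Probe or stimulus: DAMGO in two steps, submaximal then maximal.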
RGS4 act – RGS4 potentiation or activation. HEK293 M3R/inducible RGS4, carbachol calcium flux Fluo4; stronger effect = lower value. B-score at 10 µM. 310,000 tested, 0.92% active. AID 463111;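 active = B-score of the integrated calcium signal more than 4 SD below the library mean, with starting fluorescence not abnormally high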;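 note: negative B-score means reduced calcium response which marks RGS4 activation or potentiation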
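test system = M3R-expressing HEK293 line, RGS4 induced by doxycycline | probe or stimulus = carbachol at ECmax as muscarinic agonist stimulus | timing = dye loading 30 min 37 °C, buffer rest 30 min RT | signal = calcium dye Fluo4 fluorescence | evaluation = B score from integrated fluorescence ratio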
* hit, by the source's call; i = inactive; x = no result given.

SMILES | TRPC6 inhibitor | MrgX1 antag | SKKanGAS inh | TRPC6 act | MrgX1 ag | MrgX1 PAM | HIF activator | RGS4 inh | Platelet DG rel | TRPC4 inh | RGS4 act
COc1ccc(CC(NC(C)=O)C(=O)NC2CCN(C(=O)Nc3ccccc3C)CC2)cc1OC (centres undefined) | i | i | 3 | i | i | i | 0.1 | i | 1 | i | i
O=C(NCc1ccccc1)N1CCN(c2ccc(F)cc2)CC1 | i | i | 7 | i | i | i | 1.3 | i | -4 | i | i
CC(C)(C)S(=O)(=O)c1ccc(S(=O)(=O)C(C)(C)C)s1 | i | i | -2 | i | i | i | 0.0 | i | -14 | i | i
C#CCOC(=O)C(NC(=O)c1ccccc1)=C(C)C | i | i | 1 | i | i | i | -0.3 | i | 6 | i | i
CCOc1ccc(N2C(=O)CN=C2Nc2ccccc2F)cc1 | i | i | 5 | i | i | i | -0.4 | i | 11 | i | i
COCCN=C1NN=C(c2ccc(NC(C)=O)cc2)CS1 | i | i | 5 | i | i | i | -0.1 | i | 0 | i | i
O=C1C(=O)N(Cc2ccccc2)C(c2cccc(O)c2)/C1=C(\O)c1ccc2c(c1)OCCO2 (centres undefined) | i | i | 0 | i | i | i | 0.1 | i | 4 | i | i
Cc1cnc2ncc3sccc3c2c1 | i | i | -2 | i | i | i | -0.1 | i | 4 | i | i
Cc1ccc(S(=O)(=O)n2nc(C)c(S(=O)(=O)N3CCCCC3)c2C)cc1 | i | i | -5 | i | i | i | 0.4 | i | -23 | i | i
COc1ccc(CCCc2nnc(SCC(=O)Nc3ccc(C)c(C)c3)o2)cc1 | i | i | -6 | i | i | i | 0.1 | i | 6 | i | i
O=[N+]([O-])c1ccc(Nc2cccc(F)c2)nc1 | i | i | 20 | i | i | i | -0.7 | i | 2 | i | i
[O-]/C(=C(\C(=S)NCc1ccco1)[n+]1ccccc1)c1ccccc1Br | i | i | 1 | i | i | i | 0.3 | i | 7 | i | i
CCC1=C2CC[C@H]3C(=O)N(CC(=O)OC)C(=O)[C@H]3[C@H]2[C@@]2(C)C(=NCC(=O)OC)OC(=O)N2C1=O | i | i | -4 | i | i | i | 1.8 | i | -2 | i | i
O=C(c1ccc2c(c1)OCO2)C1CCCN(C2CCN(CCc3ccccc3)CC2)C1 (centres undefined) | i | i | -10 | i | i | i | -0.5 | i | -7 | i | -13*
CN1CCN(CCNC(=O)Nc2ccccc2C(F)(F)F)CC1 | i | i | 0 | i | i | i | -0.2 | i | -5 | i | i
COc1ccc([N+](=O)[O-])cc1NC(=O)CSc1ccccc1 | i | i | 2 | i | i | i | 0.2 | i | 1 | i | i
COc1ccc(Nc2nc(-c3ccccc3)nc3ccccc23)c(OC)c1 | i | i | 6 | i | i | i | 0.0 | i | -2 | i | i
COCCNC(=O)CCCCCN1C(=O)CCC1=O | i | i | -2 | i | i | i | -0.6 | i | 1 | i | i
Cc1ccc(CNC(=O)Nc2ccc(C)cc2)cc1 | i | i | 1 | i | i | i | 1.1 | i | 6 | i | i
Cc1ccc(S(=O)(=O)NNC(=O)Nc2cccc(C)c2C)c(C)c1 | i | i | -4 | i | i | i | 0.0 | i | 4 | i | i
O=C(Nc1ccccc1)Nc1nnc(-c2cccs2)s1 | i | i | -9 | i | i | i | x | i | -3 | i | i
Cc1nc(N)sc1Cc1ccc2c(c1)OCO2 | i | i | -3 | i | i | i | 0.4 | i | -3 | i | i
CC(=O)Nc1ccccc1-c1nc2ccc(C(=O)N3CCN(c4cc(C)ccc4C)CC3)cc2[nH]c1=O | i | i | 6 | i | i | i | -0.2 | i | 18 | i | i
NNC(=O)c1ccc(Cl)cc1Cl | i | i | -1 | i | i | i | 0.1 | i | 1 | i | i
CC[C@@H](C)[C@H](NC(=O)CNC(=O)Cc1c(C)c2c(cc(C)c3c(C)coc32)oc1=O)C(=O)O | i | i | 3 | i | i | i | 0.2 | i | -2 | i | i
Cc1cc(C)c(S(=O)(=O)NCC(c2ccco2)N2CCc3ccccc3C2)c(C)c1 (centres undefined) | i | i | 20 | i | i | i | 1.8 | i | -4 | i | i
COc1cccc(OC)c1C(=O)OCC(=O)NCCCc1ccccc1 | i | i | 10 | i | i | i | 0.4 | i | 7 | i | i
CN(C(=O)c1ccco1)c1nc(-c2ccc(Cl)cc2)cs1 | i | i | 1 | i | i | i | 0.0 | i | 5 | i | i
CCOc1ccccc1NC(=O)CSc1nnc(-c2cnccn2)n1CC | i | i | 1 | i | i | i | 1.1 | i | -4 | i | i
CCC(Cc1ccccc1)NCc1c(C(=O)O)c(C)n(Cc2ccccc2)c1C (centres undefined) | i | i | 0 | i | i | i | -1.3 | i | 2 | i | i
CCCC(=O)N1CCN(c2ccc(NC(=S)NC(=O)CC)cc2)CC1 | i | i | 2 | i | i | i | -0.1 | i | 21 | i | i
Cc1ccnc(SCc2cc(=O)c(OC(=O)c3ccccc3)co2)n1 | i | i | 7 | i | i | i | -0.4 | i | 6 | i | i
Cc1cc(=O)nc2c3ccccc3n(CC(=O)NC(C)c3ccc4c(c3)OCCO4)n12 (centres undefined) | i | i | -14 | i | i | i | -0.7 | i | -1 | i | i
CCCCn1c(N)c(N(CCC(C)C)C(=O)CN2C(=O)C3CCCCC3C2=O)c(=O)[nH]c1=O (centres undefined) | i | i | -8 | i | i | i | 0.5 | i | 7 | i | i
C#CCn1c(=NC(=O)c2cc(Cl)sc2Cl)sc2cc(S(N)(=O)=O)ccc21 | i | i | 50* | i | i | i | 0.2 | i | -6 | i | i
C/C(O)=C(\N=Nc1cc(C)ccc1O)C(N)=O | i | i | 17 | i | i | i | 0.1 | i | 1 | i | i

Compound profiles (already shown). Order of screens: TRPC6 inhibitor	MrgX1 antag	SKKanGAS inh	TRPC6 act	MrgX1 ag	MrgX1 PAM	HIF activator	RGS4 inh	Platelet DG rel	TRPC4 inh	RGS4 act
Record of CC[C@@H](C)[C@H](NC(=O)CNC(=O)Cc1c(C)c2c(cc(C)c3c(C)coc32)oc1=O)C(=O)O → i	i	3	i	i	i	0.2	i	-2	i	i
Record of COc1cccc(OC)c1C(=O)OCC(=O)NCCCc1ccccc1 → i	i	10	i	i	i	0.4	i	7	i	i

Next part
SMILES | TRPC6 inhibitor | MrgX1 antag | SKKanGAS inh | TRPC6 act | MrgX1 ag | MrgX1 PAM | HIF activator | RGS4 inh | Platelet DG rel | TRPC4 inh | RGS4 act
COc1cccc(Cn2cc(/C=N/NC(=O)c3cc(O)cc(O)c3)c3ccccc32)c1 | i | i | -1 | i | i | i | 0.5 | i | 6 | i | i
Cn1c(SCc2nc3ccccc3c(=O)[nH]2)nnc1-c1ccco1 | i | i | 4 | i | i | i | 0.2 | i | 2 | i | i
O=C(O)c1ccccc1C(=O)NCCc1c(C(=O)O)[nH]c2ccc(Cl)cc12 | i | i | 1 | i | i | i | -0.2 | i | 1 | i | i
CCC(C)c1ccc(NC(=O)COc2c(F)c(F)c(C(F)(F)F)c(F)c2F)cc1 (centres undefined) | i | i | 67* | i | i | i | -0.2 | i | 0 | i | i
CC(C)NC(=O)CN1CCC(c2nc3ccccc3[nH]2)CC1 | i | i | 6 | i | i | i | 1.5 | i | -7 | i | i
COc1ccc(NCC(=O)N/N=C2\CCCC(C)C2)cc1 (centres undefined) | i | x | 6 | i | x | x | -0.4 | i | 6 | i | i
Cc1c(C(=O)OC2CCC(C)CC2)[nH]c2c1C(=O)CCC2 (centres undefined) | i | i | 5 | i | i | i | 4.0 | i | 0 | i | i
COc1ccc(N2CCN(C(c3ccccc3OC)c3nnnn3C3CCCC3)CC2)cc1 (centres undefined) | i | x | 4 | i | x | x | x | i | x | i | i
CCOC(=O)c1ccc(CNC(=O)C2CCC(=O)N(Cc3cccc(OC)c3)C2)o1 (centres undefined) | i | i | -4 | i | i | i | -0.2 | i | 2 | i | i
COc1ccc(-c2cc3nc(C)c(CCC(=O)NC(C)CCc4ccco4)c(C)n3n2)c(OC)c1 (centres undefined) | i | i | -12 | i | i | i | -1.2 | i | 6 | i | i
CCOC(=O)c1cc(NC(=O)Nc2ccc(Br)cc2)c(C)nc1C | i | i | x | i | i | i | 0.0 | i | 7 | i | i
O=c1cc(CN2CCN(c3ccccc3F)CC2)c2cc(O)c(-c3ccccc3)cc2o1 | i | i | -1 | i | i | i | -0.3 | i | -5 | i | i
CS(=O)(=O)N(CC(=O)N1CCCC1)c1cc(Cl)ccc1Cl | i | i | 12 | i | i | i | -0.6 | i | -6 | i | i
Cc1ccc(-n2c(=O)c3c(n4cnnc24)-c2ccccc2CC32CCCCC2)cc1 | i | i | -6 | i | i | i | -0.6 | i | -45 | i | i
COC(=O)c1ccccc1NC(=O)COC(=O)c1ccc(C)c(NC(=O)c2ccco2)c1 | i | i | 20 | i | i | i | -0.2 | i | -2 | i | i
CCC(=O)NNc1ncnc2c1cnn2-c1cccc(C)c1 | i | i | 0 | i | i | i | 0.6 | i | -24 | i | i
CCn1cc(C(=O)NCc2ccccc2Cl)cn1 | i | i | 2 | i | i | i | 0.0 | i | -4 | i | i
C#CCn1c(=NC(=O)CSC(C)=O)sc2cc(F)ccc21 | i | i | -3 | i | i | i | -0.1 | i | 0 | i | i
O=S(=O)(c1cccc2ccccc12)N1CCCCC1 | i | x | -2 | i | x | x | -8.9 | i | -3 | i | i
O=C(Nc1ccc2c(c1)OCO2)C1CCN(Cc2cc3c(cc2O)OCO3)CC1 | i | i | -4 | i | i | i | 1.3 | i | 2 | i | i
CCc1cccc(C)c1NC(=O)CN(C)Cc1ccc(Br)cc1 | i | i | 2 | i | i | i | 0.1 | i | 0 | i | i
O=C(NC(=S)Nc1ccccc1N1CCOCC1)c1ccc(-c2cc(Cl)ccc2Cl)o1 | i | i | 9 | i | i | i | -0.1 | i | -1 | i | i
CCn1nc(CC(C)C)cc1C(=O)N1CCCC(Nc2ccc(OC)cc2)C1 (centres undefined) | i | i | 0 | i | i | i | -0.2 | i | 0 | i | i
NC(=S)Nc1ccc2cc[nH]c2c1 | i | i | -4 | i | i | i | -0.2 | i | -8 | i | i
COc1ccc(CC(=O)NCCS(=O)(=O)N2CCN(c3ccccc3OC)CC2)cc1 | i | i | -3 | i | i | i | -0.1 | i | -13 | i | i

Screening data as filed in PubChem.
